Screening data: PubChem, NCI
Growth percent in the NCI-60 one-dose screen (48 h, 10 µM unless noted): 100 = growth as untreated, 0 = no growth, -100 = all killed.
SK-MEL-28 = SK-MEL-28 melanoma | actives 4.1% (n = 81,000) | AID 1794761
SK-MEL-5 = SK-MEL-5 melanoma | AID 1794755 | actives 6.4% (n = 80,000)
M14 = M14 melanoma; actives 6.2% (n = 80,000); AID 1794745
UACC-257 = UACC-257 melanoma; actives 4.4% (n = 78,000); AID 1794764
EKVX = EKVX NSCLC; actives 3% (n = 71,000)
UACC-62 = UACC-62 melanoma; actives 5.4% (n = 81,000); AID 1794756
A549/ATCC = A549/ATCC NSCLC. actives 3.7% (n = 81,000)
HOP-92 = HOP-92 NSCLC cells | actives 6.3% (n = 71,000)
* marks the source's active call; other numbers are inactive results; x = no result given; & = joins results of further samples. Rule for the calls: active = growth percent below 10; inactive = the rest.

1: COc1ccc(Nc2nnc(COc3ccc(CNC(=O)CCCC/C=C/C(C)C)cc3OC)o2)cc1
2: CS(=O)(=O)NCCSc1nc(-c2ccc(F)cc2)c(C#N)c(=O)[nH]1
3: O=C(CC1Sc2ccccc2NC1=O)NNc1cc(Cl)ccc1Cl (stereo not drawn)
4: O=c1cc(-c2ccccc2)oc2cccc(O)c12
5: N#Cc1ccc(C(=O)C2C(C#N)C(C#N)C3c4ccccc4C=CN23)cc1 (stereo not drawn)
6: C#CCN1C(=O)c2ccccc2N(CC#C)C12CCN(Cc1cn(CC(=O)Nc3ccccc3C(N)=O)nn1)CC2
7: COc1ccc(C=CC(=O)c2ccc(-n3c(C)nc4c(cnn4-c4ccccc4)c3=O)cc2)cc1
8: Nc1cc2c(cc1Cl)-c1ccc(Cl)cc1C2
9: CCC/C=N/Nc1nc(C)cc(=O)[nH]1
10: CNC(=O)c1cc(-c2ccc(NC(=O)Nc3ccc(Cl)c(C(F)(F)F)c3)cc2)nc2cccnc12

Compound	1	2	3	4	5	6	7	8	9	10
SK-MEL-28	99	106	114	117	81	93	90	105	115	108
SK-MEL-5	101	101	96	81	89	77	28	89	116	100
M14	99	102	89	106	97	89	53	80	111	110
UACC-257	102	109	107	114	93	103	75	89	115	116
EKVX	91	104	94	52	92	79	43	44	104	77
UACC-62	79	94	74	91	65	74	50	76	109	102
A549/ATCC	100	105	94	102	90	92	91	74	114	104
HOP-92	107	91	77	87	80	107	97	94	x	102

11: O=C(NNc1cnccn1)c1nc2cc(F)ccc2n2cccc12
12: Oc1cc(O)c(CN2CCOCC2)cc1CN1CCOCC1
13: CCOc1ccc(-c2nnc(-c3ccc(OCC)cc3)n2-c2cc(OC)c(OC)c(OC)c2)cc1
14: O=C(Nc1nc(-c2ccccc2Cl)cs1)c1cc(-c2ccc(Br)cc2)nc2ccccc12
15: O=S(=O)(Nc1ccc(F)cc1)c1ccc(-c2cnc(C3CC3)o2)cc1
16: COc1ccc(C2OC3=C(Nc4cc(C)c(C)cc4N3)C2=O)cc1 (stereo not drawn)
17: CC(C)(O)S(=O)(=O)O
18: O=C1C=C(OCC=C(C(F)(F)F)C(F)(F)F)c2ccccc2C1=O
19: O=C(CCC(=O)OC1CCCC1)OC1CCCC1
20: COC(=O)c1nnn(-c2cc(Cl)ccc2Cl)c1C(=O)c1ccc(OC)cc1

Compound	11	12	13	14	15	16	17	18	19	20
SK-MEL-28	21	107&114	97	80	56	108	103	-18*	99	103
SK-MEL-5	-48*	104	100	28	26	123	101	33	99	97
M14	5.3*	102&100	96	63	12	101	102	26	112	101
UACC-257	-9.5*	95&106	x	30	43	99	102	46	85	100
EKVX	18	106&111	88	36	44	107	x	x	x	67
UACC-62	-21*	109&97	85	49	28	98	108	64	103	75
A549/ATCC	11	100&109	86	37	38	102	104	83	91	95
HOP-92	35	93	88	21	50	75	105	x	73	112

21: CC(=O)Nc1ccc(C(O)C2=CC(=O)c3ccccc3C2=O)cc1 (stereo not drawn)
22: O=C(O)c1nc(-c2ccccc2)nc2ccccc12
23: Cc1ccc(C(=O)c2sc3[nH]c(=O)c(C(=O)O)cc3c2N)cc1
24: O=C(CN1CCN(c2ncnc3c2cnn3-c2ccccc2)CC1)Oc1ccccc1
25: O=C1C2C3C=CC(C3)C2C(=O)N1CCO (stereo not drawn)
26: c1ccc2c(c1)Sc1ccccc1C2NCN1CCOCC1
27: COc1cc2c(=O)[nH]c3cc([N+](=O)[O-])ccc3c2cc1[N+](=O)[O-]
28: COc1ccc(-c2cc(=O)c3ccc(O)cc3o2)cc1
29: O[C@@H](c1cc(C(F)(F)F)nc2c(C(F)(F)F)cccc12)[C@H]1CCCCN1
30: c1ccc2c([C@H]3C[C@H](c4c[nH]c5ccccc45)c4[nH]c5ccccc5c43)c[nH]c2c1

Compound	21	22	23	24	25	26	27	28	29	30
SK-MEL-28	107	105	130	96	104	117	78	87	98	104
SK-MEL-5	69	100	109	73	96	85	41	102	82	91
M14	77	100	118	96	104	117	76	133	72	103
UACC-257	96	102	101	104	93	104	42	71	66	95
EKVX	x	102	172	82	95	99	48	107	70	79
UACC-62	82	103	95	82	94	74	41	77	56	80
A549/ATCC	94	100	109	105	101	98	40	78	66	94
HOP-92	72	102	x	96	114	64	46	81	12	109

Molecules shown so far containing a COOH group:
22: O=C(O)c1nc(-c2ccccc2)nc2ccccc12
23: Cc1ccc(C(=O)c2sc3[nH]c(=O)c(C(=O)O)cc3c2N)cc1

Compound	22	23
SK-MEL-28	105	130
SK-MEL-5	100	109
M14	100	118
UACC-257	102	101
EKVX	102	172
UACC-62	103	95
A549/ATCC	100	109
HOP-92	102	x

(cont.)
31: CCCCC/C=C\C/C=C\CCCCCCCC(=O)OCC
32: CC(C)Sc1nc(-c2ccc(Cl)cc2)c(C#N)c(=O)[nH]1
33: C[C@]12CC[C@@H]3c4cc(OC(F)F)c(OS(N)(=O)=O)cc4CC[C@H]3[C@@H]1CC[C@@H]2OS(N)(=O)=O
34: N=c1ccc2nc3c(cc(N)c4ccccc43)oc-2c1
35: CCSc1ncnc2nc(SC)[nH]c12
36: NC(=O)N1CCN(c2ccccc2)CC1
37: Cc1ccc(N)nc1
38: COc1ccc(-c2nnc(SCC(=O)Nc3ccc(C(=O)/C=C/c4cc(OC)c(OC)c(OC)c4)cc3)o2)cc1OC
39: Nc1nc(Cl)c(C=O)c(N2CCOCC2)n1
40: O=C(c1ccccc1)C(C(c1ccccc1)N1CCOCC1)N1CCCCC1 (stereo not drawn)

Compound	31	32	33	34	35	36	37	38	39	40
SK-MEL-28	112	118	50	-79*	110	112	103&100	97	108	110
SK-MEL-5	115	92	27	-100*	101	102	106&102	66	121	105
M14	104	117	31	-100*	113	90	101&109	83	105	115
UACC-257	109	109	62	-91*	x	97	97&102	92	97	108
EKVX	x	99	19	-34*	93	96	104	92	96	107
UACC-62	107	87	54	x	99	88	100&101	90	99	98
A549/ATCC	105	x	44	-44*	99	98	98&102	95	105	104
HOP-92	88	75	57	22	101	91	84&112	109	115	119

41: OC1(c2ccccc2)CN(Cc2ccccc2)CCO1 (stereo not drawn)
42: CCCC(C)(CC)C(=O)O (stereo not drawn)
43: CCN(CC)C(=O)Oc1ccc2c(C)cc(=O)oc2c1
44: CCCC(=O)Oc1ccc(/C(=C(\C)c2ccccc2)c2ccc(OCCCN(C)C)cc2)cc1
45: CC1Cc2c(ncn3c(-c4ccc(F)cc4)nnc23)N(C)c2ccccc21 (stereo not drawn)
46: COc1ccc2sc3c(NCCCN(C)C)nc4ccccc4c3c(=O)c2c1
47: CCOP(=O)(Cc1c(Cl)c(Cl)c(CP(=O)(OCC)OCC)c(Cl)c1Cl)OCC
48: CC(=O)OC1=C(Cl)CCc2ccccc21
49: COC1/C=C/OC2(C)Oc3c(C)c(O)c4c(O)c(c(/C=N/Nc5ccc([N+](=O)[O-])cc5[N+](=O)[O-])c(O)c4c3C2=O)NC(=O)C(C)=C/C=C/C(C)C(O)C(C)C(O)C(C)C(OC(C)=O)C1C (stereo not drawn)
50: Oc1cccc(Nc2nccc(-c3ccc(Cl)cc3)n2)c1

Compound	41	42	43	44	45	46	47	48	49	50
SK-MEL-28	109	105	102	107	85	-73*	108	109	37	101
SK-MEL-5	104	96	102	96	97	66	91	93	30	90
M14	99	94	103	93	59	-58*	109	91	11	85
UACC-257	115	98	103	105	70	77	81	89	35	104
EKVX	x	x	85	100	33	70	127	98	45	95
UACC-62	103	108	94	108	73	77	81	92	-41*	75
A549/ATCC	102	103	100	96	16	74	101	80	83	69
HOP-92	84	84	101	86	36	20	99	95	-61*	90

Five entries drawn at random from the list so far, as already listed:
8: Nc1cc2c(cc1Cl)-c1ccc(Cl)cc1C2
10: CNC(=O)c1cc(-c2ccc(NC(=O)Nc3ccc(Cl)c(C(F)(F)F)c3)cc2)nc2cccnc12
22: O=C(O)c1nc(-c2ccccc2)nc2ccccc12
41: OC1(c2ccccc2)CN(Cc2ccccc2)CCO1 (stereo not drawn)
34: N=c1ccc2nc3c(cc(N)c4ccccc43)oc-2c1

Compound	8	10	22	41	34
SK-MEL-28	105	108	105	109	-79*
SK-MEL-5	89	100	100	104	-100*
M14	80	110	100	99	-100*
UACC-257	89	116	102	115	-91*
EKVX	44	77	102	x	-34*
UACC-62	76	102	103	103	x
A549/ATCC	74	104	100	102	-44*
HOP-92	94	102	102	84	22

Next results.
51: COc1ccc(/C=c2\c(=O)n(-c3ccccc3)c3nnc(-n4nc(SC)nc4N)n23)cc1
52: COc1ccc(/C=C(\c2cc(OC)c(OC)c(OC)c2)c2nnc(-c3ccc(Br)cc3)o2)cc1
53: C/C=C(\C)C(=O)N/N=C\c1cc(Cl)cc(Cl)c1O
54: O=C1C2=C(C(=O)N1O)c1cn(c3ccccc13)CCCCCCn1cc2c2ccccc21
55: CC(C)Oc1ccc(C(=O)O)cc1
56: CC1(C)CC(Cc2ccccc2)C(=O)c2ccccc21 (stereo not drawn)
57: Cc1cnc(-c2ccc(-c3ccc(NC(=O)Nc4c(F)cc(F)cc4F)cc3F)c3c2C(=O)NC3)[nH]1
58: O=C1/C(=C/c2cccs2)SC(=S)N1N1CCOCC1
59: O=C(c1ccc(Cl)cc1)C(F)(Cl)Cl
60: COc1ccc(/C=N/NC(=O)CSc2nc(-c3cnccn3)cc(-c3cccs3)c2C#N)cc1

Compound	51	52	53	54	55	56	57	58	59	60
SK-MEL-28	111	120	93	108	112&108	112	39	101	112	77
SK-MEL-5	96	96	99	100	104&105	104	38	99	102	72
M14	107	x	94	102	106&98	99	16	106	108	77
UACC-257	109	125	86	106	100&99	108	44	94	103	96
EKVX	102	82	97	103	106&133	104	52	101	99	78
UACC-62	98	100	102	100	103&107	90	0.8*	88	98	59
A549/ATCC	100	83	84	108	99&102	107	45	91	97	50
HOP-92	99	72	85	80	100&96	74	71	84	103	63

61: CCOP(=O)(OCC)c1nc(-c2ccccc2)oc1NCc1ccc2c(c1)OCO2
62: Clc1cc(Cl)cc(Nc2ccc3cc(OCCCN4CCOCC4)ccc3n2)c1
63: O=S(O)CO
64: CC(C)CCc1nc2ccc(NCc3ccc(OCCN4CCCCCC4)cc3)cc2[nH]1
65: NCCCCC1(CCCCN)OCCO1
66: COc1ccc(C(=O)N/N=C2\c3ccccc3-c3cccc(C(=O)O)c32)cc1
67: Clc1ccc2nc(CI)c(CI)nc2c1
68: NS(=O)(=O)c1cnccc1Sc1ccncc1S(N)(=O)=O
69: c1ccc(SCSc2ccccc2)cc1
70: COc1cc(/C(C)=C(\c2ccc(Cl)cc2)c2ccc(OCCN3CCCC3)cc2)ccc1F

Compound	61	62	63	64	65	66	67	68	69	70
SK-MEL-28	115	28	115	80	101	118	113	117	115	69
SK-MEL-5	99	71	104	93	109	95	75	105	103	50
M14	115	13	105	72	97	103	49	100	107	18
UACC-257	109	49	x	98	109	103	86	111	118	3.0*
EKVX	105	69	x	86	110	91	90	97	106	74
UACC-62	96	13	118	89	106	83	82	99	101	58
A549/ATCC	102	36	105	100	99	104	96	109	x	57
HOP-92	109	28	144	47	x	89	19	92	98	52

71: CC(=O)C1=CC[C@H]2[C@@H]3CCC4=CC(=O)CC[C@]4(C)[C@H]3CC[C@]12C
72: N#CCc1cnc2ccccc2n1
73: N#CCCn1nc2c(c1N)CCC2
74: CCN(CC)CC(Cc1ccccc1)OC(=O)c1ccc(N)cc1 (stereo not drawn)
75: C=C1C(=O)O[C@H]2[C@H]1CC/C(COC(=O)C(=O)c1c[nH]c3ccc(OC)cc13)=C\CC[C@@]1(C)O[C@@H]21
76: CCCSc1nc(-c2ccc(OCc3ccccc3)c(OC)c2)c(C#N)c(=O)[nH]1
77: Fc1ccc2c(c1)Sc1ccccc1N2
78: Nc1ncnc2sc(-c3ccccc3)c(-c3ccccc3)c12

Compound	71	72	73	74	75	76	77	78
SK-MEL-28	106	106	107	113	-75*	98	104	93
SK-MEL-5	96	100	97	100	-97*	90	99	73
M14	104	96	103	100	-79*	100	100	91
UACC-257	96	97	90	84	-94*	100	100	82
EKVX	54	96	95	104	-4.4*	102	99	x
UACC-62	78	89	93	101	-77*	92	89	70
A549/ATCC	97	97	88	89	-63*	107	92	68
HOP-92	94	78	98	92	-77*	76	97	67
